# Bfl-1 Bim block: inhibitors of Bim-Bfl-1 interaction, human | inhibition, % at 10 µM | Bead-based flow cytometry, Bim-Bfl-1 binding inhibition | hit rate 0.12% among 190,000 | Q16548;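 further: 0% = wells without compound plus tracer and 100% = blocker peptide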
# ABCG2 block: blocks JC-1 efflux by human ABCG2 transporter. IgMXP3 cells, flow cytometry. hit rate 0.1% among 190,000. inhibition, % at 6.6 µM. AID 1325. Q9UNQ0;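 active means inhibition above 80%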;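 further: 0% = DMSO and 100% = nicardipine control wells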
# Target sequence (Q9UNQ0 whole entry, looked up): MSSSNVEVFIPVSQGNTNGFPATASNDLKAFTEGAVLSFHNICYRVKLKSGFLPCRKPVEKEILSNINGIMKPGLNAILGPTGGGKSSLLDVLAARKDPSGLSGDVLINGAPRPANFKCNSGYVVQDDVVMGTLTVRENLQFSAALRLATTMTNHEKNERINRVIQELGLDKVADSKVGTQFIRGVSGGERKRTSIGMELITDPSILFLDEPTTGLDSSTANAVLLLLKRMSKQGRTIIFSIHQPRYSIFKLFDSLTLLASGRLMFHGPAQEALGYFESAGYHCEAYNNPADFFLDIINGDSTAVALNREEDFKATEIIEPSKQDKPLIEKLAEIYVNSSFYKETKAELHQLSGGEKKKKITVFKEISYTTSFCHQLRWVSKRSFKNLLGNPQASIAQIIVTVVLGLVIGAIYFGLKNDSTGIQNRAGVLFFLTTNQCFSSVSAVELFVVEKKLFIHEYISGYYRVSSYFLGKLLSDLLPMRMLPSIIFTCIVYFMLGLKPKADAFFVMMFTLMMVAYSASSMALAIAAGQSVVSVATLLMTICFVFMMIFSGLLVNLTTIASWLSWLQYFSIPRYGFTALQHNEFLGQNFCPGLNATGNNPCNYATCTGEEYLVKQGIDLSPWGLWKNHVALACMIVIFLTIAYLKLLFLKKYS
#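 System: two drug-resistant human cell lines, ABCG2 and ABCB1; controls: nicardipine high and DMSO low controls; times: 10 min exposure at 25 °C with rotation, no wash; detection: flow cytometry of retained JC-1 fluorescence; read-out basis: percent efflux inhibition, scaled nicardipine 100% to DMSO 0%; doses: one concentration, 6.6 µM final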
# RGS7-Gao: human RGS7-Galphao interaction regulation; P09471; Multiplexed bead flow cytometry, RGS7-Galphao binding; actives lie on both sides; binding response (% of control), % at 10 µM; hit rate 0.35% among 220,000; AID 1439; in the data active means binding response below about 49% or above about 150%; inconclusive means no clear call, values can overlap the other calls; inactive means in between;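 further: fluorescent Galphao held in activated GDP-AlF4 state binding bead-coupled RGS7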
# Bcl-2 Bim block: human Bim-Bcl-2 interaction inhibition. P10415. Bead-based flow cytometry, Bim peptide-Bcl-2 binding. inhibition, % at 10 µM. hit rate 0.06% among 190,000; in the data active means inhibition above about 40%; inconclusive means no clear call, values can overlap the other calls;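 further: 0% = no compound wells with probe peptide and 100% = reference peptide inhibitor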
# Target sequence (P10415 whole entry, looked up): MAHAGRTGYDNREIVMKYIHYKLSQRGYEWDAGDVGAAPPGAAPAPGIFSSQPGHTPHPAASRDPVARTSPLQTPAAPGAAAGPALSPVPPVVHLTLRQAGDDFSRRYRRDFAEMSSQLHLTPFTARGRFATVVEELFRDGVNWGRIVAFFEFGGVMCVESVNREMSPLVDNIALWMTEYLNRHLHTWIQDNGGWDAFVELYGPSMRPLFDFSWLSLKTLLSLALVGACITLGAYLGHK
# RGS8-Gao: modulates binding of RGS8 to human Galphao | P09471 | multiplexed bead flow cytometry; actives lie on both sides | response (percent of control binding), % at 10 µM | hit rate 0.34% among 220,000; in the data active means response below about 60% or above about 140%; inactive means in between;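 further: Galphao activated as the GDP aluminium fluoride complex binding bead-coupled RGS8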
# RGS4-Gao reg: modulates binding of RGS4 to human Galphao | P09471 | Multiplexed bead flow cytometry; actives lie on both sides | binding response (% of control), % at 10 µM | hit rate 0.33% among 220,000; in the data active means binding response below about 49% or above about 150%; inactive means in between;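 further: fluorescent Galphao activated with aluminum fluoride binding bead-coupled RGS4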
# Bcl-XL Bim block: human Bim-Bcl-XL interaction inhibition | Bim peptide-Bcl-XL binding, bead flow cytometry, fluorescence | AID 1007 | inhibition, % at 10 µM | hit rate 0.04% among 190,000
# Bim-Bcl-W: human Bim-Bcl-W interaction inhibition; AID 952; bead-based flow cytometry, Bim peptide-Bcl-W binding; inhibition, % at 10 µM; Q92843; hit rate 0.02% among 190,000;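 further: 0% = bound tracer without compound and 100% = peptide blocker; higher means less fluorescent Bim peptide bound to Bcl-W beads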
# Target sequence (Q92843 whole entry, looked up): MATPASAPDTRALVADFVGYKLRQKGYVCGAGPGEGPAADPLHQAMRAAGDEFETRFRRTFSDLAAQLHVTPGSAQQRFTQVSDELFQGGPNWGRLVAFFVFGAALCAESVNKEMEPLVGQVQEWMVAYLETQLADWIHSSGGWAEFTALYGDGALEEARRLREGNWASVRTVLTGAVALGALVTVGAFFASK
# Bim-Bcl-B: inhibitors of Bim-Bcl-B interaction, human; hit rate 0.073% among 190,000; bead-based flow cytometry, Bim peptide-Bcl-B binding; inhibition, % at 10 µM; Q9HD36; AID 951;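 further: 0% = tracer peptide without compound and 100% = reference inhibitor peptide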
# Bim-Mcl-1: inhibitors of Bim-Mcl-1 interaction, human; AID 1009; inhibition, % at 10 µM; Bead-based flow cytometry, Bim peptide-Mcl-1 binding; hit rate 0.1% among 190,000; Q07820;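 further: 0% = no compound tracer wells and 100% = peptide blocker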
# ABCB1 inh: inhibitors of human ABCB1 transporter, ABCG2 counter-screen; CCRF-Adr cells, JC-1 efflux, flow cytometry; AID 1326; hit rate 0.067% among 190,000; inhibition, % at 6.6 µM; in the data active means inhibition above about 40%;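 further: 0% = vehicle and 100% = reference inhibitor; higher value means more JC-1 retained so stronger ABCB1 efflux block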
# Starred values were filed as active, the others as inactive; ? = inconclusive; · = no result given. Unless noted, no stated cut-off is given here; in the data, active means inhibition above about 40%.
SMILES,Bfl-1 Bim block,ABCG2 block,RGS7-Gao,Bcl-2 Bim block,RGS8-Gao,RGS4-Gao reg,Bcl-XL Bim block,Bim-Bcl-W,Bim-Bcl-B,Bim-Mcl-1,ABCB1 inh
NCCCCCc1nnc(SCC(=O)c2ccc(Cl)cc2)o1,-10.0,2.2,96.2,-9.0,99.5,99.7,-7.0,0.0,-5.0,-2.0,0.4
CN1CCN(S(=O)(=O)c2cccc(C(=O)N3CCc4ccccc43)c2)CC1,1.0,1.1,101.3,-3.0,100.4,98.8,-2.0,-1.0,3.0,2.0,0.6
O=C(c1ccc2c(c1)OCO2)N(c1ccccc1)C1C=CS(=O)(=O)C1 (stereo unspecified),-14.0,1.2,102.0,-6.0,100.2,98.8,-10.0,0.0,-9.0,-4.0,0.3
O=c1c2cnn(-c3ccccc3)c2ncn1Cc1ccco1,-13.0,7.1,100.5,-8.0,101.9,98.8,-5.0,1.0,-7.0,0.0,0.2
O=S(=O)(NC1CCCCC1NCc1ccco1)c1ccc(Cl)cc1 (stereo unspecified),2.0,1.7,83.8,0.0,94.1,83.4,-1.0,1.0,0.0,2.0,0.5
Cc1cc(C)c(S(=O)(=O)N2CCCC(C(=O)NCCC3=CCCCC3)C2)c(C)c1 (stereo unspecified),-1.0,11.3,101.0,-3.0,103.3,99.2,-1.0,0.0,0.0,2.0,2.2
O=C(Nc1ccn(Cc2ccccc2)n1)c1cccc(Cn2cc([N+](=O)[O-])cn2)c1,0.0,5.8,99.6,-1.0,101.7,102.6,0.0,-1.0,-1.0,0.0,3.8
CCC(=O)N/C=C/n1cnc2cc(C(F)(F)F)ccc21,0.0,3.0,94.1,0.0,90.1,97.2,-4.0,-3.0,1.0,-1.0,0.6
CCn1c2ccccc2c2cc(NC(=O)COC(=O)c3cc(OC)c(OC)cc3OC)ccc21,-2.0,-0.3,93.6,-3.0,96.0,93.8,-2.0,-3.0,-5.0,-1.0,0.7
Cc1ccc(C(=O)NCC(=O)OC(C)C(=O)Nc2ccc(N(C)C)cc2)cc1C (stereo unspecified),3.0,4.7,?,2.0,95.1,92.2,0.0,3.0,-9.0,1.0,0.4
COc1ccc(Nc2nnc(-c3ccc(C)cc3)c3ccccc23)cc1C(=O)N1CCCCC1,5.0,2.4,99.0,9.0,106.0,98.0,0.0,0.0,0.0,1.0,0.8
Cc1ccc(/C=C/C(=O)c2ccccc(=O)c2O)cc1C,39.0,-3.0,99.7,27.0,99.7,99.5,21.0,28.0,-11.0,17.0,-1.6
CC1CCN(c2c([N+](=O)[O-])c(=O)n(-c3ccccc3)c3ccccc23)CC1,-1.0,2.0,97.8,0.0,98.0,99.4,1.0,0.0,0.0,0.0,0.8
CC(=O)Oc1c(C)cc(O)c2ccccc12,-13.0,6.3,95.1,-8.0,97.3,92.9,-6.0,0.0,-10.0,-1.0,0.6
CCC(=O)N(Cc1cc2cc(OC)ccc2[nH]c1=O)c1ccccc1C,-3.0,9.1,102.8,-1.0,99.9,103.4,-1.0,-2.0,-4.0,-3.0,0.9
Cc1ccc(CNC2=NCCCCC2)n1C,-6.0,-1.2,100.3,-9.0,101.2,101.8,-4.0,-1.0,-10.0,-1.0,-2.5
Cn1cc(C(=O)CCl)c2ccccc21,-5.0,1.3,99.4,1.0,102.5,102.6,-3.0,0.0,-2.0,-3.0,0.1
CCOc1ccc(N2C(=O)CC(N(CCc3ccc(OC)c(OC)c3)C(=S)Nc3ccccc3)C2=O)cc1 (stereo unspecified),1.0,0.5,99.6,-2.0,102.3,100.7,-3.0,0.0,-3.0,0.0,0.3
CN(C)CCNC(=O)c1ccc2c(c1)N(Cc1ccc(F)cc1)CCS2,-1.0,1.6,61.8,-2.0,60.0*,44.3*,-1.0,0.0,-2.0,-3.0,1.5
Cc1ccc(-n2nnc3c(=O)n(Cc4cc(C)ccc4C)cnc32)cc1,7.0,0.4,94.2,-23.0,104.0,96.3,-2.0,3.0,0.0,-13.0,0.1
O=C(NNCC(O)COc1ccccc1)c1ccccc1 (stereo unspecified),-13.0,2.2,96.3,-4.0,99.1,97.4,-2.0,-1.0,-2.0,-2.0,-0.1
COc1cccc(/C=N/n2c(-c3cccs3)n[nH]c2=S)c1,2.0,-1.5,103.4,-3.0,91.4,86.7,-1.0,1.0,-12.0,-3.0,-0.7
COc1ccc2cc3cc(C(=O)NCC4CCCO4)oc3nc2c1 (stereo unspecified),-2.0,5.2,98.1,0.0,98.4,94.7,-1.0,-1.0,-3.0,-1.0,1.0
CC(C)COP(=O)(OCC(C)C)C(O)c1ccccc1F (stereo unspecified),3.0,21.1,102.6,1.0,110.0,100.2,-1.0,-3.0,-1.0,0.0,3.1
CCCCCCCCCCCCCCCC(=O)OC[C@H](COP(=O)([O-])OCC[N+](C)(C)C)OC(=O)CCCCCCCCCCCCCCC,-2.0,-0.1,103.1,0.0,102.0,104.4,-2.0,-2.0,-4.0,-1.0,-0.1

# The results go on.
SMILES,Bfl-1 Bim block,ABCG2 block,RGS7-Gao,Bcl-2 Bim block,RGS8-Gao,RGS4-Gao reg,Bcl-XL Bim block,Bim-Bcl-W,Bim-Bcl-B,Bim-Mcl-1,ABCB1 inh
Cn1c(CNc2ccc(F)cc2)nnc1SCC(=O)NNC(=O)Cc1ccccc1,-6.0,-0.8,100.5,-1.0,104.9,99.4,0.0,0.0,0.0,0.0,0.2
CCOc1ccc(C2CC(c3cccc(C)c3)n3nc(N)nc3N2)cc1 (stereo unspecified),-5.0,1.4,101.1,-2.0,103.3,104.4,-4.0,3.0,-7.0,0.0,0.4
CC(C)c1ccc(CCNC(=O)c2ccc([N+](=O)[O-])cc2)cc1,-13.0,49.0,101.4,-4.0,100.0,97.9,-8.0,-4.0,-8.0,-2.0,1.0
Cn1cc(C(=O)NCc2cccs2)c(=O)c2cc(S(=O)(=O)N3CCCC3)ccc21,-4.0,0.2,98.4,-8.0,103.7,103.4,-6.0,-3.0,-8.0,-5.0,0.0
CC(OC(=O)c1ccco1)C(=O)NCc1cccs1 (stereo unspecified),-1.0,0.2,96.2,0.0,94.4,93.8,0.0,0.0,-4.0,-3.0,-0.1
COc1cc(CNCCc2ccccc2)cc(Cl)c1OCc1ccccc1,-8.0,35.8,104.3,-3.0,107.3,105.7,-4.0,-1.0,-10.0,-3.0,7.4
O=C(N/N=C/c1ccc(Br)o1)c1ccc2c(c1)OCCO2,-3.0,0.8,100.0,0.0,100.3,101.7,-8.0,-1.0,-9.0,-3.0,-0.2
Cc1oc(-c2ccccc2Cl)nc1CSCC(=O)NC1CCCC1,-17.0,50.2,101.5,-11.0,106.2,103.4,-9.0,0.0,-9.0,-3.0,1.1
CN1/C(=C\C(=S)NC(=O)c2ccc([N+](=O)[O-])cc2)C(C)(C)c2ccccc21,4.0,10.2,102.2,-2.0,110.2,101.8,-3.0,-4.0,-3.0,-1.0,25.3
Fc1ccc(NC(=S)NN2CCOCC2)cc1Cl,0.0,5.4,100.0,1.0,103.6,100.6,-2.0,-3.0,-3.0,-1.0,0.6
COc1ccccc1C(=O)N1CCCN(C(=O)c2ccccc2OC)CC1,-19.0,4.8,99.7,-13.0,102.3,100.4,-13.0,-5.0,-10.0,-9.0,-0.3
CCc1ccc(CCC(=O)Nc2nc(CC(C)=O)ns2)o1,-3.0,1.2,102.8,1.0,103.2,112.5,0.0,-2.0,2.0,1.0,0.1
CCc1ccccc1NC(=O)c1ccccc1Sc1ccc([N+](=O)[O-])cc1Cl,4.0,17.9,100.3,-3.0,99.3,102.1,-7.0,-1.0,-7.0,-2.0,4.5
Cc1ccc(S(=O)(=O)N2CCN(CC(O)c3ccccc3)CC2)cc1 (stereo unspecified),7.0,-0.8,96.6,2.0,102.5,100.1,1.0,3.0,-5.0,0.0,-0.3
C=CCn1c(N)c(C(=O)NCC2CCCO2)c2nc3ccccc3nc21 (stereo unspecified),0.0,3.2,100.3,-3.0,101.3,102.6,-1.0,-1.0,0.0,0.0,1.6
O=C(Cn1cc2c(n1)CCCC2)N1CCCc2ccccc21,-13.0,2.1,99.9,-4.0,99.4,98.5,-2.0,0.0,-4.0,0.0,0.4
CCc1ccc2c(c1)[C@]1(C(=O)N2)[C@@H]2C(=O)N(Cc3ccccc3)C(=O)[C@@H]2[C@@H]2CCCN21,-10.0,3.4,93.4,-5.0,98.8,94.8,-4.0,0.0,-7.0,-2.0,1.7
COc1ccc(-c2cn3cccnc3n2)cc1NC(=O)c1cccs1,-15.0,6.0,100.0,-5.0,100.5,100.8,-11.0,-6.0,-11.0,-4.0,0.4
COc1cccc(NC(=S)N2CCc3cc(OC)c(OC)cc3C2COc2ccc3c(C)cc(=O)oc3c2)c1 (stereo unspecified),-10.0,-5.7,105.1,-9.0,103.7,100.0,-12.0,-7.0,-6.0,-6.0,2.9
COc1ccc(N2C3=C(CC4=C2CCCC4=O)C(=O)CCC3)cc1,14.0,1.2,94.7,4.0,89.6,91.8,-2.0,7.0,0.0,2.0,0.6
O=C(NCCCn1ccnc1)c1cn(-c2ccccc2)nc1-c1ccc(F)cc1,-10.0,·,103.1,-5.0,106.2,103.5,-3.0,0.0,-3.0,0.0,-0.9
O=C(Nc1cccnc1)c1cnc2ccccc2n1,-18.0,63.6,101.3,-8.0,102.0,103.1,-10.0,-4.0,-8.0,-8.0,1.0
Cn1c(C(=O)NCc2ccccc2)cc2oc3ccccc3c21,4.0,0.6,115.5,2.0,114.5,109.7,4.0,1.0,0.0,4.0,-0.1
O=C(Cn1nnc(-c2ccc(F)cc2)n1)N1CCCCC1,-3.0,1.6,105.0,0.0,103.6,101.9,-1.0,-1.0,-3.0,-2.0,0.8
Cc1ccccc1NC(=O)C(Cl)=C(Cl)Cl,4.0,-0.3,?,2.0,118.0,112.4,-2.0,-1.0,1.0,-1.0,-0.3
C/C=C/C(=O)Nc1cccc(C(F)(F)F)c1,-2.0,8.9,99.2,-2.0,102.9,101.2,-5.0,-3.0,-7.0,0.0,0.3
O=C(O)c1cccc(N2C(=O)c3cccc4c(Cl)ccc(c34)C2=O)c1,-2.0,0.6,?,-2.0,99.0,101.6,-1.0,-1.0,-3.0,2.0,0.6
O=C(NCc1ccc(F)cc1)C(=O)NCC1OCCN1S(=O)(=O)c1cccs1 (stereo unspecified),0.0,4.8,·,0.0,·,·,0.0,0.0,-3.0,0.0,0.4
CN(CCc1cnn(C)c1)C(=O)CCc1nnc(CCCc2ccccc2)o1,-6.0,-2.5,100.0,-5.0,102.9,96.4,-4.0,-2.0,-6.0,-1.0,-2.7

# Part of the list above in order of formula weight, rising.
SMILES,Bfl-1 Bim block,ABCG2 block,RGS7-Gao,Bcl-2 Bim block,RGS8-Gao,RGS4-Gao reg,Bcl-XL Bim block,Bim-Bcl-W,Bim-Bcl-B,Bim-Mcl-1,ABCB1 inh
CCC(=O)N/C=C/n1cnc2cc(C(F)(F)F)ccc21,0.0,3.0,94.1,0.0,90.1,97.2,-4.0,-3.0,1.0,-1.0,0.6
CCOc1ccc(C2CC(c3cccc(C)c3)n3nc(N)nc3N2)cc1 (stereo unspecified),-5.0,1.4,101.1,-2.0,103.3,104.4,-4.0,3.0,-7.0,0.0,0.4
O=C(N/N=C/c1ccc(Br)o1)c1ccc2c(c1)OCCO2,-3.0,0.8,100.0,0.0,100.3,101.7,-8.0,-1.0,-9.0,-3.0,-0.2
Cc1oc(-c2ccccc2Cl)nc1CSCC(=O)NC1CCCC1,-17.0,50.2,101.5,-11.0,106.2,103.4,-9.0,0.0,-9.0,-3.0,1.1

# Screens from PubChem BioAssay.
